Source: PubChem
SIAH1 antagonists – blockers of Siah-1 interaction with plectin peptide – biochemical, fluorescence polarization, rhodamine-plectin, uHTS, primary screen (AID 1817). Siah-1 / rhodamine-plectin peptide fluorescence polarization; higher % means a stronger effect. one-dose displacement, % at 20 µM; IC50 in µM for titrated hits. 290,000 tested, 0.02% active;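 active = displacement of at least 50% at 20 µM, with a fluorescence ratio check between 0.3 and a set limit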;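 also: plate controls were Siah plus tracer with DMSO for no effect and tracer alone without Siah for full effect; strong numbers were not always called active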
GPR55 beta-arrestin – selective activators of receptor GPR55 – imaging, U2OS cells, beta-arrestin-GFP redistribution, primary screen (AID 1961); U2OS GPR55 beta-arrestin-GFP redistribution imaging; higher % means a stronger effect; one-dose activation, % at 10 µM; EC50 in µM for titrated hits; 290,000 tested, 0.048% active;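 active = activation above 40% with more than 50 cells counted in the well; inconclusive = wells holding fewer than 50 cells, flagged as toxic or sparse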;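 also: U2OS osteosarcoma cells stably expressing GPR55 and beta-arrestin-GFP; plate controls were DMSO negative control for no effect and LPI positive control for full effect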
KOR beta-arrestin-1 – KOR agonists, beta-arrestin recruitment, primary screen, cell-based, luminescence, uHTS (AID 1777); KOR beta-arrestin recruitment, luminescence; higher % means a stronger effect; activation, % at 10 µM, or EC50 in µM where a hit was titrated; 280,000 tested, 0.02% active; in the data active = activation above about 50%, passing the limit was not always enough; also: a part of the inactive calls stands beside numbers as strong as those of hits
GPR55 antagonists – GPR55 antagonists blocking LPI-driven arrestin recruitment, primary screen, imaging, U2OS, beta-arrestin-GFP, LPI agonist (AID 2013) | 290,000 tested, 0.13% active | U2OS GPR55 beta-arrestin-GFP translocation imaging, LPI antagonism; higher % means a stronger effect | inhibition, % at 10 µM, or IC50 in µM where a hit was titrated;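 active = spots per cell inhibited over 60%, with over 100 cells counted and total cytoplasm intensity under 500,000; inconclusive = wells with under 100 cells, flagged as likely toxic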;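 also: U2OS cells stably carrying GPR55 and arrestin-GFP stimulated by 5 µM LPI near EC80; imaged beta-arrestin-GFP aggregate spots per cell after agonist stimulation; plate controls were LPI-stimulated DMSO wells for no effect and DMSO wells without LPI for full effect; some results filed as inactive read as strong as hits; confirmed hits need IC50 under 10 µM and bright autofluorescent wells are also inconclusive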
NOD1 inhibition – inhibition of NOD1-driven NF-kB reporter – cell-based, luminescence, uHTS, primary screen (AID 1578); NOD1-driven NF-kB luciferase reporter cells, luminescence; higher % means a stronger effect; one-dose inhibition, % at 4 µM; EC50 in µM for titrated hits; 290,000 tested, 1% active; in the data active = inhibition mostly above about 36%, no sharp cut-off; inactive = mostly below about 34%;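 also: HEK-293T reporter cells stimulated with the NOD1 agonist gamma-tri-DAP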
HIV peptide binding – cell-free HIV fusion peptide-binding blockers – biochemical, uHTS, fluorescence dequenching, primary screen (AID 1986); cell-free peptide binding, fluorescence dequenching, 30 min; higher % means a stronger effect; inhibition, % at 20 µM; hits with a dose series show IC50 in µM; 290,000 tested, 0.3% active; in the data active = inhibition mostly above about 52%, no sharp cut-off; inactive = mostly below about 76%; also: some results filed as inactive read as strong as hits
AID2073 – inhibitors of Mint1-CaV2.2 protein interaction, biochemical, HTRF (AID 2073); HTRF protein-protein interaction, Mint1-CaV2.2; higher % means a stronger effect; one-dose inhibition, % at 20 µM; IC50 in µM for titrated hits; 290,000 tested, 0.19% active; in the data active = inhibition mostly above about 51%, no sharp cut-off; inconclusive = no clear call, values can overlap the other calls; inactive = mostly below about 53%; also: some results filed as inactive read as strong as hits
KOR beta-arrestin-2 – kappa opioid receptor blockers – cell-based, luminescence, uHTS (AID 1778); KOR beta-arrestin recruitment, luminescence, antagonist mode; higher % means a stronger effect; one-dose inhibition, % at 10 µM; IC50 in µM for titrated hits; 290,000 tested, 0.091% active; in the data active = inhibition above about 50%; also: strong numbers were not always called active
GPR35 antagonists – inhibition of zaprinast-stimulated GPR35 beta-arrestin translocation – imaging, U2OS, beta-arrestin-GFP, zaprinast agonist, primary screen (AID 2058). U2OS GPR35 beta-arrestin-GFP translocation imaging, zaprinast antagonism; higher % means a stronger effect. one-dose inhibition, % at 10 µM; IC50 in µM for titrated hits. 290,000 tested, 0.052% active;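 active = inhibition of at least 50% with at least 30 cells and total cytoplasm GFP at most 10,000,000; inconclusive = under 30 cells or total GFP of 10,000,000 plus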
The depositor's hits bear a star; ? = inconclusive; · = no result given; [ ] = dose if it differs, or a comment. Some of the compounds tested, so the mix of outcomes need not match the whole.

SMILES	SIAH1 antagonists	GPR55 beta-arrestin	KOR beta-arrestin-1	GPR55 antagonists	NOD1 inhibition	HIV peptide binding	AID2073	KOR beta-arrestin-2	GPR35 antagonists
CCCN1C2=C(C(=O)CC(C)(C)C2)C(c2ccc(F)cc2)C2=C1c1ccccc1C2=O (configuration not stated)	0%	0.3%	-0.2%	4%	-6%	-5.4%	12%	-33%	-12%
COc1ccccc1CNC(=O)C(C)Sc1ccc(C)cc1 (configuration not stated)	5%	0.3%	·	10%	3%	-0.6%	4%	-32%[20 µM]	13%
CC1C2=C(CC(C)(C)CC2=O)NC2=C1C(=O)CC(C)(C)C2	-8%	-0.1%	3.2%	-2%	3%	-0.5%	?	-40%	17%
COc1ccc(Oc2ccc3c(C(F)(F)F)cc(C(F)(F)F)nc3n2)cc1	0%	0.0%	0.2%	7%	-2%	3.4%	26%	13%	-1%
Cc1nc2ccc(NC(=O)c3ccc(=O)[nH]c3)cc2s1	-4%	0.3%	2.6%	0%	12%	-2.1%	-31%	-27%	25%
O=C(NCCN1CCOCC1)c1csc2c1CCCCC2	-1%	-0.1%	2.4%	14%	-1%	0.5%	1%	22%	9%
O=C(Nc1nnc(C2CC2)s1)c1ccc(Cl)c(S(=O)(=O)N2CCc3ccccc3C2)c1	0%	-0.2%	9.2%	-4%	59%	7.4%	18%	9%	4%
O=C(NC1CCCCC1)C1CCCN(S(=O)(=O)c2cnc[nH]2)C1 (configuration not stated)	0%	-0.1%	-2.4%	-7%	-3%	-2.0%	-6%	21%	10%
CCCN1C(=O)/C(=N\OCC(=O)NCC(F)(F)F)c2ccccc21	-5%	0.8%	1.3%	-1%	-19%	0.2%	-3%	-8%	-24%
CCN=C(NCC)SC1CC(=O)N(c2ccc(OC)cc2)C1=O (configuration not stated)	0%	-0.2%	0.4%	4%	-16%	-0.4%	5%	3%	-14%
O=C(Nc1cccc(F)c1)c1cccnc1NCCc1ccccc1	6%	1.5%	-0.5%	15%	-10%	1.9%	6%	30%	0%
COc1ccc(C2CC(=O)Oc3c(C(CCN4CCCC(C)C4)c4ccc(N(C)C)cc4)c(OC)cc(OC)c32)cc1 (configuration not stated)	-12%	0.0%	8.4%	-2%	4%	-1.2%	-4%	0%	11%
CCOc1ccc(Cc2onc3c2C(=O)CC(C)(C)C3)cc1OCC	-4%	0.2%	-2.2%	1%	11%	-1.6%	-3%	4%	-10%
C[C@H](NC(N)=O)C(=O)Nc1ccc(OCc2ccccc2)cc1	4%	0.2%	3.6%	1%	-64%	0.4%	0%	-11%	2%
COc1ccc(-c2[nH]ncc2-c2cnn(-c3ccccc3)c2)c(O)c1	4%	0.3%	-0.9%	20%	-6%	-4.2%	24%	18%	12%
O=C(c1cn(-c2ccccc2)nc1-c1ccc(Cl)cc1)N1CCOCC1	18%	-0.3%	7.6%	1%	-23%	-0.8%	-3%	28%	-6%
NC(=O)c1ccc(Cc2ncc(C(F)(F)F)cc2Cl)s1	-4%	0.0%	-4.1%	-6%	-1%	0.5%	-2%	22%	3%
COc1ccc(S(=O)(=O)N2CCC(NC(=O)C(Cc3cccc(OC)c3OC)NC(C)=O)CC2)cc1 (configuration not stated)	-1%	-0.1%	·	-1%	-20%	1.2%	?	-38%[20 µM]	-12%
OC1CCCCC1Sc1nc2ccccc2s1 (configuration not stated)	-1%	-0.1%	2.4%	43%	-26%	0.8%	1%	12%	-16%
CC[n+]1ccc2cc(OC)c(OC)cc2c1Cc1ccc(OC)c(OC)c1	-4%	0.2%	·	-9%	-29%	-1.3%	-10%	-9%[20 µM]	-13%
CCOC(=O)c1c(-c2ccc(F)cc2)csc1NC(=O)C1CC=CCC1C(=O)O (configuration not stated)	11%	-0.1%	-3.5%	4%	-14%	6.4%	19%	-30%[20 µM]	4%
CCOC(=O)c1ccc(NC(=O)c2nc[nH]c2C(=O)N(CC)CC)cc1	-2%	-0.1%	-2.2%	1%	8%	-0.8%	-2%	11%	20%
COc1cccc(NC(=O)CCNC(=O)Cn2ccc3ccccc3c2=O)c1	5%	-0.2%	11%	-6%	-12%	86%	-2%	-16%	-2%
O=C(COC(=O)C1=COCCO1)Nc1ccccc1Oc1ccccc1	0%	-0.1%	-3.1%	16%	-23%	2.2%	4%	8%	-12%
Cc1ccc(SCC(=O)NCCc2ccccc2)cc1	18%	-0.2%	-5.5%	8%	-14%	0.3%	7%	-4%	-4%
CC1CCN(C(=O)CSc2nnc(Cc3cc(=O)[nH]c(=O)[nH]3)n2-c2ccc(Cl)cc2)CC1	9%	0.5%	1.1%	8%	-12%	10%	-1%	-13%	-1%
COc1cc(NC(=S)NCCC(c2ccccc2)c2ccccc2)cc(OC)c1	-3%	0.1%	5.3%	1%	-7%	1.0%	-2%	17%	-1%
Cc1ccc(C(C2=C(O)CC(C)(C)CC2=O)C2C(=O)CC(C)(C)CC2=O)s1 (configuration not stated)	1%	-0.2%	-3.4%	-13%	2%	0.1%	25%	25%	4%
COc1cc([N+](=O)[O-])ccc1NC(=O)CN1CCc2cc(OC)c(OC)cc2C1	1%	0.4%	4.8%	-4%	-5%	0.2%	26%	3%	-11%
Cc1c(CCOC(=O)C23CC4(C)CC(C)(CC(C)(C4)C2)C3)sc[n+]1CC(=O)c1ccccc1	-3%	-0.1%	·	32%	4%	-0.4%	10%	-165%[20 µM]	41%
CCc1ccc(NC(=S)N(CCCN2CCN(C)CC2)Cc2cccs2)cc1	-4%	-0.2%	1.6%	14%	-31%	-2.7%	-32%	16%	-6%
CC(Oc1ccc2c(-c3ccccc3)cc(=O)oc2c1)C(=O)N[C@H](Cc1c[nH]c2ccccc12)C(=O)O (some centres not stated)	-2%	-0.2%	-1.1%	-8%	-13%	10%	15%	0%[20 µM]	8%
CC(=O)Nc1ccc(S(=O)(=O)N(C)CC(=O)OCC(=O)NC(C)C23CC4CC(CC(C4)C2)C3)cc1 (configuration not stated)	-4%	-0.4%	1.0%	3%	-22%	-0.5%	-5%	28%	28%
COc1ccc(OC)c(N/C=C2/CCCCC2=O)c1	-2%	-0.1%	0.8%	6%	-6%	-3.2%	-7%	21%	-4%
CCC1(C(=O)OC)NC(c2ccco2)C2C(=O)N(c3ccc(F)cc3)C(=O)C21 (configuration not stated)	6%	-0.3%	4.5%	-10%	-27%	1.5%	13%	17%	5%
CC1CN(S(=O)(=O)c2ccccc2)C(C)N1C(=O)N1CCOCC1 (configuration not stated)	1%	-0.2%	-0.6%	7%	-22%	0.9%	6%	-37%	-5%
Cc1ccnc(NC(=O)C2CCCN(S(=O)(=O)c3cnc[nH]3)C2)c1 (configuration not stated)	-5%	-0.1%	-1.6%	-5%	10%	5.9%	3%	-8%	0%
COc1cccc(-c2nc(-c3cccs3)no2)c1	2%	-0.1%	-3.1%	-1%	-1%	1.1%	28%	1%	-6%
Cc1ccc(CNC(=O)C2CCCN(S(=O)(=O)N3CCC(C)CC3)C2)cc1 (configuration not stated)	11%	0.3%	-1.2%	5%	-10%	2.7%	7%	47%	4%
COc1ccc(-c2noc(CN(C)CCC3CCCCO3)n2)cc1 (configuration not stated)	1%	0.0%	·	12%	-9%	1.3%	-15%	-7%[20 µM]	10%

Of the compounds above, these contain two or more sulfur atoms.
SMILES	SIAH1 antagonists	GPR55 beta-arrestin	KOR beta-arrestin-1	GPR55 antagonists	NOD1 inhibition	HIV peptide binding	AID2073	KOR beta-arrestin-2	GPR35 antagonists
O=C(Nc1nnc(C2CC2)s1)c1ccc(Cl)c(S(=O)(=O)N2CCc3ccccc3C2)c1	0%	-0.2%	9.2%	-4%	59%	7.4%	18%	9%	4%
OC1CCCCC1Sc1nc2ccccc2s1 (configuration not stated)	-1%	-0.1%	2.4%	43%	-26%	0.8%	1%	12%	-16%
CCc1ccc(NC(=S)N(CCCN2CCN(C)CC2)Cc2cccs2)cc1	-4%	-0.2%	1.6%	14%	-31%	-2.7%	-32%	16%	-6%

Following part
SMILES	SIAH1 antagonists	GPR55 beta-arrestin	KOR beta-arrestin-1	GPR55 antagonists	NOD1 inhibition	HIV peptide binding	AID2073	KOR beta-arrestin-2	GPR35 antagonists
CCOCCCNC(=O)C(NC(=O)CNC(=O)c1ccccc1)c1ccccc1 (configuration not stated)	2%	-0.1%	-6.5%	-15%	10%	-1.4%	-6%	22%	10%
CCOC(=O)c1ccc2c(c1)nc(SC/C(O)=C(\C#N)c1nc3ccccc3[nH]1)n2CC	-1%	-0.2%	7.2%	-1%	-54%	7.6%	16%	3%	15%
CCc1nc(N2CCCCC2C)c2oc3ccccc3c2n1 (configuration not stated)	-4%	-0.2%	4.2%	-14%	-15%	-0.6%	0%	-37%	8%
COc1ccc(NC(=O)CS(=O)CC(=O)Nc2ccc(NC(C)=O)cc2)cc1 (configuration not stated)	16%	-0.1%	2.4%	2%	-2%	3.7%	4%	-47%	15%
CC(=O)c1cccc(N2C(=NC(=O)C3CCCCC3)SC3CS(=O)(=O)CC32)c1 (configuration not stated)	0%	-0.1%	-4.7%	1%	-31%	-0.4%	-7%	3%	19%
O=C(NC1CCCC1)c1ccc(CSc2nc3ccncc3n2Cc2ccc(F)cc2)cc1	14%	-0.2%	2.4%	8%	-13%	2.1%	-2%	-11%	-11%
CC(C)c1ccc(NC(=O)NN2CCOCC2)cc1	1%	-0.3%	2.0%	7%	-29%	0.0%	3%	-31%	-10%
CC(C)C(=O)Nc1ccccc1-c1nc2ccccc2[nH]c1=O	-6%	-0.2%	-6.3%	-1%	-6%	-0.4%	-1%	14%	7%
O=C(OC(C(=O)NCc1cccs1)c1ccccc1Cl)c1ccco1 (configuration not stated)	26%	-0.2%	8.8%	2%	-20%	-0.6%	-4%	-26%	5%
O=C(CNC(c1ccccc1)c1ccccc1)Nc1cc([N+](=O)[O-])ccc1Cl	-4%	-0.2%	3.0%	12%	50%	-4.3%	-6%	6%	-7%

A draw from above in order of molecular weight, rising:
SMILES	SIAH1 antagonists	GPR55 beta-arrestin	KOR beta-arrestin-1	GPR55 antagonists	NOD1 inhibition	HIV peptide binding	AID2073	KOR beta-arrestin-2	GPR35 antagonists
O=C(COC(=O)C1=COCCO1)Nc1ccccc1Oc1ccccc1	0%	-0.1%	-3.1%	16%	-23%	2.2%	4%	8%	-12%
CCC1(C(=O)OC)NC(c2ccco2)C2C(=O)N(c3ccc(F)cc3)C(=O)C21 (configuration not stated)	6%	-0.3%	4.5%	-10%	-27%	1.5%	13%	17%	5%
CC(Oc1ccc2c(-c3ccccc3)cc(=O)oc2c1)C(=O)N[C@H](Cc1c[nH]c2ccccc12)C(=O)O (some centres not stated)	-2%	-0.2%	-1.1%	-8%	-13%	10%	15%	0%[20 µM]	8%
